MBNL1-CUG inh: inhibitors of human MBNL1 binding to CUG repeat RNA. TR-FRET MBNL1-His/biotin-(CUG)12 binding, 665/545 ratio. Potency, µM (highest dose often 57.5 µM), without a hit: top-dose activity change, negative = inhibition, most hits filed as inhibitors. hit rate 0.036% among 280,000. AID 2675; active means well fitted inhibition curve with a large enough effect in the signal ratio, with a control signal flat, not every such curve was filed as active; inconclusive means small, poorly fitted or top-dose-only effect, or effect the other way, or a change in a side signal; inactive means no such curve, though single readings can be large or run the other way; the % refers to the signal ratio; further: potency means the concentration at half of the fitted maximal effect; on the % scale 0 is the no-effect control and ±100 the full control effect
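TR-FRET between His-tagged MBNL1 and biotin-(CUG)12 RNA, detected with Tb anti-His antibody (0.055 ng/ul) and streptavidin-XL665 (5 nM), 60 min at room temperature. Compounds titrated 92 nM to 58 uM; 665/545 nm ratio normalized to buffer and complex controls.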
USP2a block: inhibitors of human ubiquitin-specific protease USP2a. O75604. USP2 core, Ub-CHOP2 coupled fluorogenic reporter, 485/531. Potency, µM (highest dose often 38.3 µM), for inactives: at the highest dose activity change, negative = inhibition, actives largely listed as inhibitors. hit rate 0.01% among 330,000. AID 463254;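 further: potency means the concentration at half of the fitted maximal effect; plate controls were DMSO wells for no effect and full inhibition by NEM control for full effect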
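Cell-free coupled assay: 10nM USP2 core preincubated 30min RT with compound in Tris-HCl pH 8.0/CaCl2/CHAPS buffer, then 25nM Ub-CHOP2 and 25nM reporter substrate; fluorescence (Ex 485/Em 531) read after 60min RT, normalized to NEM inhibition, concentration-response curves fitted.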
hERG WT inh: blocks the wildtype human KCNH2 potassium channel. activity change, % at 1.84 µM. AID 720551. Q12809. U2OS, BacMam KCNH2, thallium flux FluxOr; hits give low values. hit rate 0.37% among 340,000;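 active means maximum activity change below -70%; inconclusive means maximum activity change between -70% and -50%; inactive means maximum activity change above -50%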; further: on the % scale 0 is the no-effect control and ±100 the full control effect
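U2OS cells transduced with wild-type KCNH2 virus are loaded with FluxOr dye for 45 min, and thallium flux is measured in kinetic reads before and after stimulation buffer. Rate constants are normalized to DMSO controls.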
ASM inhibitor: human S-ASM enzyme inhibition; Potency, µM (highest dose often 57.5 µM), inactives show at the highest dose activity change, negative = inhibition, usual class: inhibitors; AID 504937; hit rate 0.006% among 340,000; placental ASM, HMU-PC fluorogenic substrate, 60 min; further: potency means the concentration at half of the fitted maximal effect
Target sequence (P17405 47-631 limits assumed): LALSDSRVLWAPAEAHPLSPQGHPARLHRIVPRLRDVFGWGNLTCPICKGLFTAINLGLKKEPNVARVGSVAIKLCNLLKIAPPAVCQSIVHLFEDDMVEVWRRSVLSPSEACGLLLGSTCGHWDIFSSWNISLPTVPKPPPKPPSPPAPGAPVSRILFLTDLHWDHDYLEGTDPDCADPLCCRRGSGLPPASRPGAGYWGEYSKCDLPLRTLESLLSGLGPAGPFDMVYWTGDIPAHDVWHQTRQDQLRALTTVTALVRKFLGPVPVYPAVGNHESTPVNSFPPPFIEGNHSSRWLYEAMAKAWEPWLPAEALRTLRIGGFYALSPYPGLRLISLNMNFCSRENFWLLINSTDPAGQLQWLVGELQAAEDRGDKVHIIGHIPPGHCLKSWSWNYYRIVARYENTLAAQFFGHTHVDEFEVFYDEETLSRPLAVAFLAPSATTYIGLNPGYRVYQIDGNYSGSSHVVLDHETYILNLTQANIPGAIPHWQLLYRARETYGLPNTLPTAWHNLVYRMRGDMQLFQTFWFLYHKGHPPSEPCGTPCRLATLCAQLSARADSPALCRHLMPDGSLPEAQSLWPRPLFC
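Human placenta-derived ASM enzyme was preincubated with compound for 10 minutes at room temperature, then given fluorogenic substrate HMU-PC0 (9 uM final) for 60 minutes at 37 °C; a pH 10 stop preceded fluorescence reading at Ex 386/Em 447 nm.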
GALK inh: blocks human galactokinase activity; hit rate 0.007% among 270,000; AID 1868; Purified GALK, Kinase-Glo residual ATP luminescence; Potency, µM (titrated, usually from 57.5 µM), without a hit: at the highest dose activity change, negative = inhibition, actives largely listed as inhibitors; further: potency means the concentration at half of the fitted maximal effect; on the % scale 0 is the no-effect control and ±100 the full control effect
Target sequence (P51570 whole entry, looked up): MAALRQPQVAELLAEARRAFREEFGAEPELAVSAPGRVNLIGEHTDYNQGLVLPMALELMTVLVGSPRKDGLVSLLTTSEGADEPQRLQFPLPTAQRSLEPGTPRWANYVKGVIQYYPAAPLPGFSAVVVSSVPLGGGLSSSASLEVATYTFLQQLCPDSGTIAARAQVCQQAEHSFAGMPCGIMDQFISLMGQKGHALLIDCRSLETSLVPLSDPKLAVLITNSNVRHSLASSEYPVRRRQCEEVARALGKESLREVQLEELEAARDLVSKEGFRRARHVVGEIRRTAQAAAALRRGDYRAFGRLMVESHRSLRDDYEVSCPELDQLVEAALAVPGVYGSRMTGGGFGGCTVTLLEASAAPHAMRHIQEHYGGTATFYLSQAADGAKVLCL
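Quantitative HTS: GALK 5 nM, ATP 35 uM, galactose 100 uM, 1 h room temperature, then luciferase-based ATP detection.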
Menin MLL FP TR: displaces Texas Red mutant MLL peptide from human menin; O00255; Menin + Texas Red MLL mutant peptide, fluorescence polarization; Potency, µM (titrated, usually from 61.6 µM), for inactives: top-dose FP activity change, negative = inhibition, most hits filed as inhibitors; hit rate 0.23% among 270,000; AID 1768; active means well fitted inhibition curve with a large enough effect in the polarisation, with a control signal flat, not every such curve was filed as active; inconclusive means small, poorly fitted or top-dose-only effect, or effect the other way, or a change in a side signal; inactive means no such curve, though single readings can be large or run the other way; the % refers to the polarisation; further: potency means the concentration at half of the fitted maximal effect; % of control where 0% means no effect; many of its hits are not listed in these tables
TSHR antag: blocks TSH signaling through the human TSH receptor | P16473 | TSHR-expressing cells, TSH-stimulated cAMP HTRF, 2 h; hits give low values | activity change, negative = inhibition, % at 11.5 µM | hit rate 0.2% among 330,000;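 active means activity change below a set negative limit, meaning inhibition stronger than a set level, cut at about -70% in these data; inconclusive means activity change between two set negative limits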; further: on the % scale 0 is the no-effect control and ±100 the full control effect
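Freshly harvested TSHR cells receive pin-tooled compound, then EC80 TSH at 4nM final. After 2 hours at 37 deg C, antibody in lysis buffer and cAMP-d2 are added; 30 minutes at ambient temperature precede the HTRF read.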
Eya2 inh: Eya2 (human) phosphatase inhibition | O00167 | recombinant Eya2, OMFP fluorescence dephosphorylation (OMFP is methylfluorescein phosphate) | Potency, µM (top dose mostly 76.9 µM), inactives show at the top dose activity, negative = inhibition, most hits filed as inhibitors | hit rate 0.006% among 330,000; further: potency means the concentration at half of the fitted maximal effect; on the % scale 0 is the no-effect control and ±100 the full control effect
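Eya2 protein (added as 0.2 uM solution) was preincubated with compound for 10 min at ambient temperature in 50 mM HEPES pH 7.5, 50 mM NaCl, 5 uM MgCl2, 0.05% BSA, 1 mM DTT. OMFP (added at 50 uM) then reacted 10 min; fluorescence read at 485/525 nm.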
Mito fusion yeast: blocks mitochondrial division or promotes mitochondrial fusion; S. cerevisiae fusion-defective mutant growth rescue, CellTiterGlo 48 h; Potency, µM (titrated, usually from 46.1 µM), inactives show at the highest dose growth rescue (activation), most hits filed as activators; hit rate 0.23% among 320,000; AID 485298;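 further: potency means the concentration at half of the fitted maximal effect; % of control where 0% means no effect; nearly all actives have a fitted effect of over 45% in size; temperature-sensitive fusion mutants such as fzo1-1 at 37 °C on non-fermentable ethanol glycerol medium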
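S. cerevisiae fusion-defective temperature-sensitive mutants (e.g. fzo1-1, mgm1-5) grown 48 h at 37C in YPEG (ethanol/glycerol non-fermentable) medium with 23 nl compound per well; growth rescue read as CellTiterGlo luminescence.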
PKM2 activator: increases activity of human pyruvate kinase M2; Potency, µM (highest dose often 57.5 µM), inactives show at the top dose activation, most hits filed as activators; P14618; purified PKM2, Kinase-Glo ATP luminescence, activation; response scale: 0% is enzyme alone, no compound; hit rate 0.34% among 260,000; AID 1631; further: potency means the concentration at half of the fitted maximal effect; on the % scale 0 is the no-effect control and ±100 the full control effect; nearly all actives have a fitted effect of over 55% in size
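hPK-M2, >95% pure; 0.1 mM ADP / 0.5 mM PEP final; imidazole pH7.2 buffer w/ 7 mM MgCl2, 50 mM KCl; 1 h RT; Kinase-Glo lum. Intermediate enzyme activity for dual inhibitor/activator qHTS.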
BCR signal inh: chronic active BCR signaling inhibition | AID 493014 | hit rate 0.05% among 340,000 | ABC-DLBCL IkBa-CBG/CBR reporter, luminescence ratio, 4 h | Potency, µM (highest dose often 46.1 µM), for inactives: at the highest dose ratio change, negative = lower green/red ratio, hits mostly inhibitors; active means well fitted inhibition curve with a large enough effect in the signal ratio, with a control signal flat, not every such curve was filed as active; inconclusive means small, poorly fitted or top-dose-only effect, or effect the other way, or a change in a side signal; the % refers to the signal ratio;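 further: potency means the concentration at half of the fitted maximal effect; plate controls were basal doxycycline-induced cells for no effect and cells given 10 µM MG132 for full effect; MG132 reads +100%, hits lower the ratio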
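Compounds up to 46 uM were incubated four hours with TMD8 cells whose green CBG68 luciferase is fused to IkappaBalpha; red CBR luminescence normalised the signal, and concentration-effect curves were fitted to fusion, red and ratio data.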
Numbers without * were called inactive; ? = inconclusive; / = no result given; [ ] = dose if it differs, or a comment. Unless noted, the call rests on the fitted dose curve; in most records, active means well fitted curve in the direction sought with a large enough effect; inconclusive means small, poorly fitted or top-dose-only effect, or another doubt; inactive means no such curve, though single readings can be large; an effect the other way counts as inactive or inconclusive. A portion of the library. The share of hits here may be higher or lower than overall.

SMILES	MBNL1-CUG inh	USP2a block	hERG WT inh	ASM inhibitor	GALK inh	Menin MLL FP TR	TSHR antag	Eya2 inh	Mito fusion yeast	PKM2 activator	BCR signal inh
COc1ccc(Cl)cc1NC(=O)C1Cc2ccccc2CN1S(C)(=O)=O (stereo unspecified)	-10.8%	-5.0%	-4.5	5.3%	-1.3%	?	8.0	-12.0%	-47.6%[inhibitor]	0.7%	?
CC(CNC(=O)c1ccc(C#N)cc1)NC(=O)c1ccc(C#N)cc1 (stereo unspecified)	-3.3%	1.3%	16.1	6.7%	2.1%	?	9.7	12.5%	-0.7%	/	-8.0%
NC(=O)N=Nc1c(O)[nH]c2c(Br)cc(Br)cc12	21.4%	0.6%	/	/	1.2%	7.2%	-6.3	8.1%	-3.5%	-0.7%	0.7%
O=C(NNS(=O)(=O)c1ccc(F)cc1)C1CCN(Cc2cccc(F)c2)CC1	1.9%	1.0%	3.4	3.6%	-0.1%	1.0%	-1.4	-1.7%	4.7%	-2.5%	4.9%
O=C(Nc1ncccc1O)c1cccc(S(=O)(=O)N2CCc3ccccc32)c1	9.4%	-1.5%	-18.4	-1.4%	7.7%	0.0%	-9.0	7.5%	-7.0%	-2.3%	2.2%
CCn1c(O)c(N=NC(=O)c2cccc(S(=O)(=O)N3CCCCC3)c2)c2ccccc21	17.8%	3.3%	6.7	-16.8%	-0.4%	0.6%	-3.2	-6.4%	14.7%	6.9%	17.9%
CCOC(=O)N1CCC(NC(=O)c2ccc(CS(=O)c3ccc(Cl)cc3)o2)CC1 (stereo unspecified)	-9.6%	1.9%	-5.7	7.6%	14.7%	-14.0%	-3.2	-2.5%	-5.4%	3.6%	-1.7%
CC(=O)Nc1ccc(NC(=O)CN2C(=O)COc3ccc(S(=O)(=O)N4CCOCC4)cc32)cc1	-8.2%	4.8%	-23.0	2.4%	4.6%	/	1.3	0.2%	1.0%	/	3.1%
O=C(COC(=O)c1ccc(F)cc1)NCCCc1ccccc1	1.8%	-5.2%	-12.3	-1.8%	-1.3%	5.5%	-8.6	-10.9%	-0.4%	/	?
CC(C)c1nc(CNC(=O)CC2C(=O)NCCN2Cc2ccoc2)cs1 (stereo unspecified)	8.8%	1.5%	10.7	4.0%	0.1%	-12.9%	-5.2	3.1%	-7.5%	0.1%	-0.8%
Nc1nonc1-n1nnc(C(=O)N/N=C/c2cc(Br)cs2)c1-c1ccccc1	-3.9%	2.0%	-18.2	3.2%	-0.7%	23.3%	23.8	2.1%	2.5%	-1.9%	?
CC(=O)Nc1cccc(Oc2ncnc3scc(-c4ccccc4)c23)c1	7.6%	1.4%	4.0	-7.3%	-0.1%	-2.3%	-32.9	-2.7%	?	-15.3%	?
CC(c1ccccc1)n1c(SCC(=O)Nc2ccccc2)n[nH]c1=O (stereo unspecified)	4.5%	1.0%	1.4	-3.3%	2.4%	-15.3%	-6.2	22.9%	-5.6%	/	1.6%
O=C(NCCC1=CCCCC1)C(=O)NCc1ccccc1	/	5.5%	-12.6	5.5%	0.6%	-3.3%	4.0	-3.1%	5.0%	-14.0%	8.6%
COc1ccc(/C=C/C(=O)O)cc1Cl	/	-1.7%	-7.5	1.2%	4.8%	/	-3.3	0.4%	0.9%	1.0%	?
CCCOC(=O)C1[C@H]2C(=O)N(CC3CCCO3)C[C@]23C=C[C@H]1O3 (stereo partly specified)	-1.0%	2.7%	-2.0	3.2%	4.3%	-6.2%	6.9	11.1%	-4.0%	-2.7%	0.4%
O=C1NCCNC1(c1c[nH]c2ccccc12)C(F)(F)F (stereo unspecified)	3.6%	-0.2%	7.6	1.1%	1.6%	8.5%	-4.6	2.4%	-1.3%	-5.2%	?
CN1C(C(=O)Nc2ccc(OC(F)(F)F)cc2)=CC(c2cccs2)=NS1(=O)=O	?	0.5%	17.6	-4.1%	-0.1%	/	-12.9	6.2%	-5.4%	/	?
COc1cc2c(cc1OC)CN(C(=S)Nc1ccc(Cl)cc1)CC2	1.3%	-1.0%	-0.7	-9.1%	9.8%	/	0.3	15.1%	-2.1%	0.7%	-0.7%
O=C(CSc1nc2ccccc2nc1SCC(=O)N1CCOCC1)N1CCOCC1	?	-2.1%	0.5	3.4%	1.5%	-26.2%	-11.9	-5.6%	2.2%	7.3%	-5.2%
O=C(O)CC(c1cccc(Cl)c1)n1cccc1 (stereo unspecified)	-3.4%	0.6%	3.2	7.4%	-2.0%	10.7%	-5.9	16.2%	2.0%	-0.6%	5.5%
O=[N+]([O-])c1ncn(Cc2ccccc2Cl)n1	23.1%	6.5%	-4.3	2.8%	0.9%	0.8%	14.3	-3.9%	-7.5%	2.5%	-0.7%
O=C(N/N=C\c1coc2ccccc2c1=O)c1ccco1	-4.9%	0.1%	-2.3	1.8%	-2.5%	/	13.6	-17.9%	3.3%	7.2%	0.6%
COc1cc(OC)cc(C(=O)N[C@H](C(=O)OCC(=O)c2ccc(C)c([N+](=O)[O-])c2)C(C)C)c1	/	0.8%	-5.6	-1.6%	/	/	-9.0	0.3%	/	/	?
O=C(Nc1ccc2c(c1)OCO2)N1CCN(C/C=C/c2ccccc2)CC1	10.6%	4.8%	17.2	-1.6%	0.0%	-8.7%	-8.4	-35.9%	-0.6%	-1.7%	1.3%
COc1ccc(-c2cc(C(=O)NN)[nH]n2)cc1	/	-1.3%	-10.2	2.7%	0.4%	17.3%	17.7	3.3%	3.4%	-2.1%	?
CC(=O)C1=C(Nc2ccc(C)cc2)CC(C)(O)C(C(C)=O)C1c1ccco1 (stereo unspecified)	0.3%	-0.8%	3.5	-2.4%	-3.0%	9.1%	2.8	15.8%	-15.8%	4.0%	?
COc1ccc(NC(=O)CSc2ccc3nnc(-c4ccccn4)n3n2)cc1	-0.2%	2.7%	7.6	-0.6%	-1.9%	/	16.3	3.0%	1.1%	12.5%	0.2%
C=CCOc1ccc(/C=C2\SC(N3CCCCC3)=NC2=O)cc1	26.2%	-0.6%	5.8	0.0%	-2.4%	-4.0%	0.2	?	-2.1%	-1.3%	-0.6%
Cc1cc(/C=N/NC(=O)CC#N)c(C)n1-c1ccc([N+](=O)[O-])cc1	?	0.7%	16.5	-3.3%	-0.9%	2.6%	9.1	8.3%	3.1%	0.0%	-0.4%
COc1cccc(N2CCN(C(=S)Nc3ccccc3OC)CC2)c1	-2.1%	1.5%	7.2	3.1%	2.6%	6.6%	0.1	10.7%	-7.5%	-1.6%	4.3%
COc1ccc(NC(=O)CN(c2ccccc2F)S(=O)(=O)c2ccc(C)cc2)c(OC)c1	-4.9%	3.3%	11.8	-3.7%	-7.4%	5.6%	11.5	-1.0%	1.4%	-1.2%[11.5 µM]	6.2%
Cc1ccc(OCc2nnc(SCC(=O)Nc3ccc(N4CCOCC4)cc3)o2)cc1	1.2%	3.2%	-6.2	-0.1%	-0.6%	0.9%	-3.9	-3.7%	-1.1%	-0.4%	-2.4%
CSCCC(NC(=O)c1ccc(Cl)cc1Cl)C(=O)OCC(N)=O (stereo unspecified)	7.2%	12.9%	-1.3	2.8%	-0.1%	/	-8.4	2.8%	0.5%	-4.1%	?
O=c1[nH]c2ccccc2nc1/C=C(\O)C(F)F	?	2.5%	-11.2	33.7%	-0.2%	3.1%	11.8	12.9%	-0.3%	8.2%	-0.1%
COc1ccc(-n2ccn3c(CCC(=O)N4CCN(c5cccc(C)c5C)CC4)nnc3c2=O)cc1	-5.4%	3.8%	9.0	1.6%	9.2%	/	5.0	6.8%	3.9%	/	0.2%
COc1cccc2sc(Nc3nc(-c4cc5ccccc5oc4=O)cs3)nc12	10.0%	2.1%	-13.2	13.7%	-0.1%	?	9.7	5.1%	-5.6%	-5.7%	-14.2%
C/C(=N\NC1=NCCN1)c1ccc(Cl)cc1	-22.0%	7.2%	8.7	-4.2%	-3.4%	/	2.0	6.5%	5.6%	-0.5%	1.4%

Source: PubChem (National Center for Advancing Translational Sciences (NCATS))
